HEK293 NFkB inh: lowers PMA/ionomycin-induced NF-kB signal in HEK293 cells; HEK-293 NF-kB luciferase reporter, luminescence; inhibition, % at 3 µM; 62,000 compounds, 0.21% hits; AID 465;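 active = inhibition above the mean of all tested compounds plus 3 SD, cut at about 40% in these data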;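 note: 0% = stimulated DMSO wells and 100% = 10 µM reference inhibitor 5653914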
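Material: HEK-293 cells with stable firefly luciferase reporter driven by four HIV NF-kB elements / Also added: PMA plus ionomycin mix as NF-kB-activating stimulus / Compound dosing: 3 µM once, 0.30% DMSO / Times: 1 h pretreatment, 16 h stimulation, 37 °C / Signal: luminescence / Evaluation: per-plate % inhibition versus controls / Benchmarks: DMSO and 10 µM reference inhibitor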
HTR1E agonist: activates the human 5-HT1E serotonin receptor; activation, % at 6 µM; AID 574; CHO 5-HT1E Ga15 NFAT-bla reporter, FRET; 0% DMSO wells, 100% control agonist wells; 65,000 compounds, 0.69% hits;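 active = activation above a set limit, the screen-wide mean activation plus 3 SD, cut at about 8.5% in these data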;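 note: 100% = positive control agonist at 1 µM giving full maximal response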
Target sequence (P28566 whole entry, looked up): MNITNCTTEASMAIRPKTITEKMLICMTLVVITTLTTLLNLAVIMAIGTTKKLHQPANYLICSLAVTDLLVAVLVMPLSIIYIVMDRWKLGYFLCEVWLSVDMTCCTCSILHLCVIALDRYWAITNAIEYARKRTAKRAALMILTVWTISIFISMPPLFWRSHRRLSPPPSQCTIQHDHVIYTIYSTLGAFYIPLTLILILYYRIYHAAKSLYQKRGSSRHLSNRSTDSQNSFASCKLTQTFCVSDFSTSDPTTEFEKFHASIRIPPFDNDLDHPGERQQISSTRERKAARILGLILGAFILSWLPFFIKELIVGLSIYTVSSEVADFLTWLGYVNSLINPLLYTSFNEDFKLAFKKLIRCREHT
HTR1E antagonist: 5-HT1E (human) receptor antagonism; P28566; CHO 5-HT1E Ga15 NFAT-bla reporter, FRET, antagonist; inhibition, % at 6 µM; 65,000 compounds, 0.99% hits;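 active = inhibition above a set limit, the mean inhibition across every tested compound plus 3 SD, cut at about 29% in these data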;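 note: signal is the 460 over 535 nm emission ratio of beta-lactamase substrate; 0% = agonist plus DMSO wells and 100% = wells without agonist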
Jurkat viability: reduces viability or proliferation of Jurkat cells | AID 463 | Jurkat E6.1 viability, ATP luminescence, 48 h | 56,000 compounds, 1.2% hits | inhibition, % at 4 µM;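 active = inhibition above the mean inhibition of all tested compounds plus 3 SD, cut at about 28% in these data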
S1P3 agonist: agonists of human S1P3 receptor; Q99500; S1P3 NFAT-BLA reporter cells, agonism, FRET ratio; relative to 1 µM S1P, basal subtracted; activation, % at 4.5 µM; 60,000 compounds, 0.1% hits;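 active = activation above the screen-wide mean plus 3 SD, cut at about 4.5% in these data, passing the limit was not always enough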; note: some compounds called inactive have numbers as strong as hits
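material = human S1P3 NFAT-BLA reporter CHO cells | schedule = 4 h compound at 37 °C, 2 h substrate at RT | measured by = fluorescent BLA substrate, ex 405 nm, em 460/535 nm ratio | controls = 1 µM S1P reference | replication = primary once, confirmation triplicate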
S1P1 ag-PAM: activates or potentiates agonism at human S1P1 receptor; P21453; S1P1 CRE-bla cells, forskolin, beta-lactamase FRET, potentiator mode; S1P1 agonist co-added at EC20, 2 nM; 100% = saturating reference agonist, 0% = basal; activation, % at 9.5 µM; 56,000 compounds, 0.57% hits;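 active = activation above a cutoff set at the mean activation of all tested compounds plus 3 SD, cut at about 54% in these data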;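 note: forskolin at 4 µM as EC80 and the EC20 agonist is SEW2871; 100% = SEW2871 at its EC100 plus forskolin at EC80; some compounds past the cut are filed as inactive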
Target sequence (P21453 whole entry, looked up): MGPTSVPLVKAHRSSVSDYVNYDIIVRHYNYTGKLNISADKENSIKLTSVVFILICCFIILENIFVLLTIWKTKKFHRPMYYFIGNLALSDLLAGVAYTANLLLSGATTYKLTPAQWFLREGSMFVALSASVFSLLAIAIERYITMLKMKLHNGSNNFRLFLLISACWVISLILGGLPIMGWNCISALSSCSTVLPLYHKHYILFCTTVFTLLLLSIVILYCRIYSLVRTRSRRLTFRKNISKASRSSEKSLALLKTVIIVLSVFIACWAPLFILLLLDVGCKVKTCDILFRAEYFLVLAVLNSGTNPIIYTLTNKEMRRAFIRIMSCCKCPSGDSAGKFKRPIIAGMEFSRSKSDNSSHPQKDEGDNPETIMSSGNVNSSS
HER2 expr 66K: Her2 kinase expression inhibition | P04626 | HER2 level % of control, % at 10 µM | 65,000 compounds, 0.69% hits | SKBR-3 HER2 protein level, AlphaScreen, 18-24 h; hits give low values;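 active = HER2 level under 5% of the carrier-only control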;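 note: 100% = DMSO carrier and 0% = 500 nM PU-H71 HSP90 inhibitor; lower value means stronger loss of Her2 protein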
M1 agonist: agonists of M1 muscarinic receptor | CHO-M1 cells, Fluo-4 calcium fluorescence, agonist mode; hits give high values | B-score at 10 µM | 64,000 compounds, 3% hits | AID 626;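 active = fluorescence rise, raw or as B-score row- and column-corrected plate score, outside the 99.7% band of its plate's samples, either direction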
M1 antagonist: blocks the rat M1 muscarinic receptor response to acetylcholine; CHO-M1 cells, Fluo-4 calcium, ACh EC80 antagonist mode; hits give low values; B-score at 10 µM; 64,000 compounds, 3.4% hits; AID 628;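 active = calcium fluorescence response, raw or row-and-column corrected B-score, differing from the plate sample mean either way at a set confidence level, mostly lower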
Numbers without * were called inactive; . = not tested or not shown.

entry	Molecule	HEK293 NFkB inh	HTR1E agonist	HTR1E antagonist	Jurkat viability	S1P3 agonist
1	O=C(Oc1ccc(/C=N/O)cc1)c1ccccc1	1	-0.5	-11	-9	1.9
2	O=S1(=O)CCN2C(c3ccco3)=CSC2=N1	0	1.0	-10	.	.
3	COc1cccc(NC(=O)C2CCCN2C(=O)Nc2ccccc2F)c1 (centres undefined)	16	0.3	-3	-2	0.3
4	O=C(Cn1cc2c(n1)CCCC2)NC1CCN(Cc2ccccc2)CC1	1	-0.4	3	-1	-0.2
5	O=C(CN1C(=O)c2ccccc2C1=O)NCC1COc2ccccc2O1 (centres undefined)	9	0.2	-2	1	-0.8
6	COc1ccc(-c2cc(CCCC(=O)NCCc3ccc(OC)cc3OC)no2)cc1	20	12*	6	8	0.2
7	Cc1cccc(NCc2ccccc2O)n1	0	0.4	-8	8	0.0
8	CC(=O)Nc1nonc1-c1nc2ccccc2n1N(C(C)=O)C(C)=O	3	-0.9	8	12	-1.1
9	CCC1CCc2sc(C(=O)O)cc2C1 (centres undefined)	15	0.1	-3	.	.
10	CCCC(=O)C1C(=O)CC(C)(C)C(c2cc(C)no2)C1=O (centres undefined)	15	0.5	-2	-3	-0.2

entry	S1P1 ag-PAM	HER2 expr 66K	M1 agonist	M1 antagonist
1	-1	67	0.54	0.55
2	.	79	-0.45	-0.27
3	-5	102	-0.51	0.0039
4	-10	106	0.36	-0.31
5	-13	72	0.53	1.2*
6	18	81	-0.35	-0.083
7	-10	92	0.31	0.7
8	1	113	-1.1	0.011
9	.	112	-0.74	-0.46
10	.	86	-0.97	1.6

Later entries
entry	Molecule	HEK293 NFkB inh	HTR1E agonist	HTR1E antagonist	Jurkat viability	S1P3 agonist
11	COc1ccc(OC)c(S(=O)(=O)n2cnc3cc(C)c(C)cc32)c1	5	-0.5	12	7	-0.9
12	CC1CCCN(C(=O)Nc2cccc(NC(=O)N3CCCC(C)C3C)c2)C1C (centres undefined)	-8	1.1	-6	3	-0.9
13	CCc1cc2c(=O)n(-c3ccccc3)cnc2s1	7	-1.0	4	2	0.0
14	CC(C)(C)Nc1nc(Oc2ccc(=O)n(-c3ccccc3)n2)nc(N2CCOCC2)n1	8	1.3	26	-6	0.4
15	O=C(Nc1c(-c2ccccc2)nc2sccn12)c1ccccc1	16	-0.2	-8	3	-0.6
16	Cc1cc(C)cc(Nc2cc(C)nc3nc(C)nn23)c1	2	0.8	-12	-3	0.8
17	O=C(NC1CCCCC1)N1CCN(CCc2ccccc2)CC1	22	-0.2	-12	-1	0.5
18	O=C(O)CCC(=O)NCc1ccc2[nH]c3c(c2c1)CCCC3	3	0.5	-7	-2	-0.8
19	CCOc1ccc2nc(NC(=O)C(CCSC)NS(=O)(=O)c3cccs3)sc2c1 (centres undefined)	12	-1.8	2	.	.
20	CCOC(=O)Nc1cccc(Nc2ccccc2)c1	-1	-1.3	3	7	-1.4

entry	S1P1 ag-PAM	HER2 expr 66K	M1 agonist	M1 antagonist
11	-6	94	-0.71	0.35
12	-17	81	-0.24	-0.26
13	-1	107	.	.
14	-31	79	0.15	1.1
15	-32	112	-1.5	0.5
16	-26	85	0.41	-2.1
17	-22	93	.	.
18	6	88	1.3	-0.052
19	.	106	-0.38	0.6
20	16	103	-0.92	-0.56

(continued)
entry	Molecule	HEK293 NFkB inh	HTR1E agonist	HTR1E antagonist	Jurkat viability	S1P3 agonist
21	CN1CCN(C(=O)c2ccccc2-c2ccccc2C(=O)O)CC1	12	0.7	7	0	-1.0
22	COc1cc2nc(-c3ccccc3)nc(N3CCCC3)c2cc1OC	.	0.6	0	.	-5.1
23	Cn1c(=O)c2cn(-c3cccc4ccccc34)cc2n(C)c1=O	1	1.8	2	1	-0.8
24	Nc1csnc1C(=O)O	11	-0.3	0	2	-0.9
25	Cc1cc(Cl)ccc1OCCCC(N)=O	6	-1.2	-9	-5	-0.7
26	Cn1c(=O)c2c(nc(N3CCCCCC3)n2CCSc2nc3ccccc3o2)n(C)c1=O	16	1.6	-12	4	-0.8
27	c1ccc(N=P(N2CCOCC2)(N2CCOCC2)N2CCOCC2)cc1	4	-0.3	-1	-7	-0.1
28	Cc1ccc(S(=O)(=O)Nc2ccc3c(c2)ncn3C(C)(C)C)cc1	8	1.6	-17	-11	-0.8
29	CCCCn1c(N)c(N(CC)C(=O)c2ccc3c(c2)S(=O)(=O)c2ccccc2C3=O)c(=O)[nH]c1=O	16	-0.2	-7	-1	0.5
30	CCOc1ccc(NC(=O)C2CCCN(S(=O)(=O)c3c(C)nn(C)c3C)C2)cc1 (centres undefined)	20	0.1	3	2	-1.4

entry	S1P1 ag-PAM	HER2 expr 66K	M1 agonist	M1 antagonist
21	5	74	0.018	0.81
22	-10	113	-0.72	-0.34
23	-49	94	-0.98	-0.0068
24	-1	107	-0.01	0.32
25	.	83	1.9	-0.16
26	-6	58	1.5	-0.76
27	-4	76	-1.4	0.052
28	3	146	0.35	-0.027
29	-16	111	-0.66	0.042
30	13	87	-1.5	-0.042

New compounds follow.
entry	Molecule	HEK293 NFkB inh	HTR1E agonist	HTR1E antagonist	Jurkat viability	S1P3 agonist
31	Cc1cccc(N2CC3=C(C2=O)C(c2ccccc2)NC(=O)N3C)c1 (centres undefined)	20	0.5	2	-2	0.1
32	COc1ccc(NC(=O)C2CCCN(S(=O)(=O)c3cccc4cccnc34)C2)c(OC)c1 (centres undefined)	9	-0.2	-2	0	0.5
33	COc1ccc(C2C(C#N)=C(N)N3C(=C2C#N)Sc2ccccc23)cc1 (centres undefined)	1	0.0	-6	-3	-0.2
34	O=C(NC1CCCCC1)N1CCSC1=Nc1ccccc1	.	0.0	15	.	-4.3
35	Cc1cc(C)nc(NC(=O)CSc2nnnn2-c2ccccc2)n1	7	0.0	-2	4	-0.4
36	CCOC(=O)c1cccc(NC(=O)c2cnccn2)c1	11	-0.7	4	-8	-1.2
37	Cc1cc(C)n(-c2nc3c(c(=O)[nH]c(=O)n3C)n2Cc2ccccc2)n1	-1	0.9	-1	-4	-1.0
38	CN(C(=O)c1ccc2c(=O)n3c(nc2c1)CCCCC3)c1ccccc1	13	-0.4	3	5	-0.1
39	O=C(Nc1ccc2c(c1)CCC2)C1CCCN(c2ncccn2)C1 (centres undefined)	-15	-0.3	0	-1	0.4
40	COC(=O)/C=C1\NCCSC1=O	-2	-0.4	-9	-9	0.2

entry	S1P1 ag-PAM	HER2 expr 66K	M1 agonist	M1 antagonist
31	-18	75	0.2	0.0054
32	-6	93	3.1*	-0.22
33	-22	69	46*	-1.5
34	-5	124	0.43	-0.34
35	.	.	0.067	0.017
36	-6	85	-0.24	0.1
37	-17	54	-0.34	0.21
38	-9	85	0.65	0.21
39	-5	73	1.2	0.21
40	-8	71	-0.0023	-1.3

Following part.
entry	Molecule	HEK293 NFkB inh	HTR1E agonist	HTR1E antagonist	Jurkat viability	S1P3 agonist
41	O=C(NCCOC(=O)C1COc2ccccc2O1)C1COc2ccccc2O1 (centres undefined)	-7	-1.1	-3	7	-1.1
42	COc1ccc(NC(=O)N2CC(C)OC(C)C2)cc1OC (centres undefined)	20	-0.1	-5	1	-0.9
43	COc1cccc(NC(=O)c2ccccc2-c2nc(-c3ccc(Cl)cc3)no2)c1	-4	0.0	6	-6	-0.5
44	O=C1CC(c2ccc3c(c2)OCO3)C2=C(CCCC2=O)N1 (centres undefined)	2	-0.2	-41	-5	-1.1
45	CCCOc1ccccc1C1NC(=O)NC(C)=C1C(=O)OCCOC (centres undefined)	4	-2.2	12	.	.
46	CCCC(CCC(=O)OC)(C(=O)OCC)c1csc(N)n1 (centres undefined)	2	1.0	1	-4	-0.9
47	O=C1c2ccccc2C(=O)N1CCCCN1CCN(CCCCN2C(=O)c3ccccc3C2=O)CC1	14	-0.2	-8	-2	0.0
48	Cc1ccc(NC(=O)c2oc3ccccc3c2NC(=O)c2ccc3c(c2)OCO3)cc1	9	-0.4	10	-2	2.5
49	O=C(CCSCc1ccccc1F)N1CCN(c2ccccn2)CC1	2	-0.6	8	6	0.5
50	Cc1ccc(Oc2ccc(-c3nc(N)nc(N)n3)cc2)cc1	11	1.3	8	-6	-0.1

entry	S1P1 ag-PAM	HER2 expr 66K	M1 agonist	M1 antagonist
41	-9	145	0.14	-0.73
42	-30	96	1.5	-0.39
43	15	92	-0.71	-0.81
44	-25	84	-0.39	0.15
45	.	89	0.96	0.011
46	-7	92	0.62	0.25
47	1	148	-0.12	-2
48	-12	112	0.36	-0.36
49	9	103	-0.21	-0.05
50	10	88	-0.3	0.015

(cont.)
entry	Molecule	HEK293 NFkB inh	HTR1E agonist	HTR1E antagonist	Jurkat viability	S1P3 agonist
51	CCOC1(OCC)N=C(N)C2(C#N)C(c3ccc(NC(C)=O)cc3)C12C#N (centres undefined)	22	0.9	-7	-1	0.9
52	CS(=O)(=O)N1CCN(c2ccccc2NC(=O)Cc2ccccc2)CC1	14	-0.3	-2	-6	-0.7
53	Cc1ccc(-c2nn(-c3ccccc3)cc2/C=C(\C#N)c2cccc(C#N)c2)o1	15	0.1	-4	-5	0.4
54	CCOC(=O)c1nnn(CC(=O)Nc2cccc(F)c2)c1C(=O)OCC	17	-1.3	-3	.	.
55	CCc1ccccc1N1C(=O)C2CC(C)=C(C)CC2C1=O (centres undefined)	-2	1.1	1	-10	-0.5
56	COc1ccc(CNC(=O)COC(=O)c2n[nH]c3ccccc23)cc1OC	1	-0.1	5	1	0.5
57	CCc1cc2c(=O)c(-c3nc4ccccc4n3C)c(C)oc2c(CN2CCOCC2)c1O	10	-0.5	-1	8	-0.6
58	COCCn1c(C)cc(C(=O)CSc2ncn[nH]2)c1C	-2	-0.3	7	4	-0.8
59	CCOC(=O)Cc1csc(NC(=O)CCNS(=O)(=O)c2ccc3c(c2)CCC(=O)N3)n1	13	-0.6	5	-1	-0.3
60	CC(C)c1ccc(NC(=O)C(c2ccc3c(c2)OCO3)N2CCC3(CC2)OCCO3)cc1 (centres undefined)	36	-0.2	-4	4	-0.7
61	CCSc1nc2nc(C)cc(C)n2n1	14	-0.9	-1	1	0.8

entry	S1P1 ag-PAM	HER2 expr 66K	M1 agonist	M1 antagonist
51	-26	79	0.44	-0.6
52	0	82	0.18	-0.14
53	14	73	-1.5	0.022
54	.	102	-0.73	-0.041
55	-28	119	0.098	0.29
56	-17	102	0.63	-0.16
57	-21	79	-0.76	0.4
58	.	57	0	-0.52
59	-2	82	-1.4	0.16
60	21	86	-0.011	-0.59
61	-1	96	0.52	0.14

Just Jurkat viability and S1P1 ag-PAM, for 2 of the compounds above:
cpd	Molecule	Jurkat viability	S1P1 ag-PAM
52	CS(=O)(=O)N1CCN(c2ccccc2NC(=O)Cc2ccccc2)CC1	-6	0
53	Cc1ccc(-c2nn(-c3ccccc3)cc2/C=C(\C#N)c2cccc(C#N)c2)o1	-5	14

Source: PubChem (several laboratories)

Hits appear at their usual frequency, and some 9.2% of all compounds hit somewhere here.
